phage Ecoli inh = growth loss of phage-infected E. coli, primary screen, RecBCD inhibitor project, absorbance, with phage, HTS | AID 651602, 2012 | hit rate 0.26% among 360,000 | inhibition, % at 11.9 µM; in the data active = inhibition above about 11%
Wnt act = Wnt/beta-catenin pathway activators, primary screen, cell-based, plate reader, single point; activation, % at 9.35 µM; hit rate 1.2% among 300,000; Wnt/beta-catenin reporter cell assay, activator; in the data active = activation above about 30%, passing the limit was not always enough;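 note: 0% = neutral control wells and 100% = positive control wells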
The depositor's hits bear a star. These rows are one share of the data. The share of hits here may be higher or lower than overall.

The line under a structure holds: Wnt act	phage Ecoli inh
Cc1ccccc1Br
 : -3.9	3.2
O=C(c1[nH]c(C(F)(F)F)nc1-c1ccccc1)N1CCN(c2ccc(C(F)(F)F)cn2)CC1
 : -4.2	3.9
O=C(NC1CCCC1)C(C1CC1)n1c(-c2cc3ccccc3[nH]2)nc2ccccc21 (stereo not drawn)
 : 0.5	4.5
COC(=O)[C@H]1C[C@@]2(O)CN(S(=O)(=O)c3ccc(C)cc3)C[C@@]2(OC(=O)NCc2ccccc2F)C[C@H]1C(=O)OC
 : -4.2	-2.3
CN(C)c1cccc2c(S(=O)(=O)NC(=O)[C@H]3O[C@@H](n4ccc(=O)[nH]c4=O)[C@H](O)[C@@H]3O)cccc12
 : -0.1	4.1
CC(=O)c1ccc(Nc2nc(C(N)Cc3ccc(C(F)(F)F)cc3)cs2)cc1 (stereo not drawn)
 : -4.5	-1.3
COC(=O)C1=C(C)N(Cc2cccc(C(F)(F)F)c2)C(=NCc2ccccc2C(F)(F)F)NC1c1cccc(C(F)(F)F)c1 (stereo not drawn)
 : -4.5	6.8
CC(=O)Nc1ccccc1OCCCN1CCC(C(O)(c2ccccc2)c2ccccc2)CC1
 : -2.4	-1.7
CNc1cncc(-c2cccc(C(=O)N(C)C)c2)n1
 : 7.4	3.5
COc1ccc(-c2nc3c(Cl)cc(C(F)(F)F)cn3c2Cc2ccsc2)cc1OC
 : -3.6	1.3
CC(C)NC(=O)N(C)C[C@@H]1Oc2ncc(-c3cccc(C#N)c3)cc2C(=O)N([C@H](C)CO)C[C@@H]1C
 : -1.9	3.0
CO[C@@H]1CN(C)C(=O)c2cc(NS(=O)(=O)c3ccc(C)cc3)ccc2OC[C@H](C)N(Cc2nccs2)C[C@H]1C
 : -2.0	-1.7
NC(CCc1ccccc1)c1csc(Nc2cnccn2)n1 (stereo not drawn)
 : 0.5	-1.0
Cc1ccc(F)c(S(=O)(=O)NC(=O)C2(C)CCN2C(=O)Cc2cccc3ccccc23)c1 (stereo not drawn)
 : 2.2	1.2
C[C@@H]1COc2cccc(N(C)CCO)c2S(=O)(=O)N1
 : -3.0	-1.7
Cc1ccc(S(=O)(=O)N2CCN(C(=O)C(O)c3ccccc3)CC2)cc1 (stereo not drawn)
 : -1.1	0.9
CC(=O)c1cccc(-c2ccc3c(c2)C(C)(Cc2ccc(S(C)(=O)=O)cc2)C(=O)N3)c1 (stereo not drawn)
 : -0.2	2.3
N#CCN(C(=O)CSc1nnc(C2CC2)n1C1CC1)c1ccccc1
 : -0.1	3.1
OC(c1cccc(Cl)c1)c1nc(-c2cnc3ccccc3c2)cs1 (stereo not drawn)
 : -0.6	0.6
CC1(C(=O)NCC2CC2)Cc2c(-c3ccccc3)ccnc2O1 (stereo not drawn)
 : 4.5	4.7

(continued)
The line under a structure holds: Wnt act	phage Ecoli inh
COc1ccc2c(c1)Cc1cc(NC(=O)c3ccccc3-c3ccccc3C(=O)O)ccc1-2
 : 2.7	2.8
CC1=C(C(=O)N2CCOCC2)CC(CC(=O)NCCCN(C)C)C(=O)N1Cc1ccc(F)cc1 (stereo not drawn)
 : -1.5	4.0
COc1cccc(CNC(=O)[C@@H]2CCCN2C(=O)[C@H]2CCCCN2C(=O)OC(C)(C)C)c1
 : -1.5	-0.2
CC1NS(=O)(=O)c2cc([N+](=O)[O-])ccc21 (stereo not drawn)
 : 0.1	3.7
COCCNc1nc(NCCOC)c2sc(-c3ccccc3)cc2n1
 : 1.2	-0.8
COc1ccc(Sc2cccc3c2S(=O)(=O)N([C@H](C)c2ccccc2)C[C@@H](COCc2ccccc2)O3)cc1OC
 : -4.2	2.4
CCOC(=O)[C@]12CCC=C1N(Cc1ccc3c(c1)OCO3)C(=O)[C@H](CC(=O)NCCCCc1ccccc1)C2
 : -3.3	-1.4
COC(=O)c1ccc2nc(-c3ccc(OC)c(OC)c3)c(CC3CCCCC3)n2c1
 : 0.3	2.3
COc1ccc(Cn2cc(CN3CC(N4CCN(C)CC4)CS3(=O)=O)nn2)cc1 (stereo not drawn)
 : -1.2	4.3
O=C(NCc1ccc(F)cc1)c1cc(C2CCCN(C(=O)c3ccc4ccccc4c3)C2)on1 (stereo not drawn)
 : -21.5	1.0
CCCN(C)C1CN(Cc2cn(Cc3ccc(C(F)(F)F)cc3)nn2)S(=O)(=O)C1 (stereo not drawn)
 : -2.7	1.6
COc1ccc(S(=O)(=O)N[C@H]2CC[C@H](CCNC(=O)c3ccccc3F)O[C@@H]2CO)cc1
 : -1.2	0.6
CC(=O)Oc1ccc(OC(C)=O)c2c1CC1(C)OC1(C)C2 (stereo not drawn)
 : -1.9	4.1
Nc1ncnc2c1ncn2[C@@H]1O[C@H](C(=O)N[C@@H](CCc2ccccc2)C(=O)N2CCN(C(=O)N3CCOCC3)CC2)[C@@H](O)[C@H]1O
 : -2.3	-0.5
CCOC(=O)[C@]12CCC=C1N(Cc1cccc3ccccc13)C(=O)[C@H](CC(=O)N1CCC(c3ccccc3)CC1)C2
 : -7.8	3.4
Cc1ccc(OCCC(=O)OCC(=O)NCCNC(=O)COC(=O)CCOc2ccc(C)cc2)cc1
 : -0.4	1.9
CC(C)COC(=O)N(C)C[C@@H]1OCc2cnnn2CCCC(=O)N([C@H](C)CO)C[C@@H]1C
 : -1.5	-0.1
Cn1c(=O)c2c(-c3ccccc3)n(-c3cccc(Br)c3)cc2n(C)c1=O
 : -1.8	1.3
CC(C)(C)NC(=O)C(C1CC1)n1c(=O)c(-c2ccccc2)nc2ccccc21 (stereo not drawn)
 : -3.3	2.0
COc1ccc(-n2c(COc3ccc(Cl)cc3Cl)n[nH]c2=S)cc1
 : -6.5	1.3

Looked up above.
phage Ecoli inh with `O=C(NCc1ccc(F)cc1)c1cc(C2CCCN(C(=O)c3ccc4ccccc4c3)C2)on1` (stereo not drawn) is entered as 1.0
Wnt act with `NC(CCc1ccccc1)c1csc(Nc2cnccn2)n1` (stereo not drawn) is entered as 0.5

A stretch from the list above:
The line under a structure holds: Wnt act	phage Ecoli inh
CC1NS(=O)(=O)c2cc([N+](=O)[O-])ccc21 (stereo not drawn)
 : 0.1	3.7
COCCNc1nc(NCCOC)c2sc(-c3ccccc3)cc2n1
 : 1.2	-0.8
COc1ccc(Sc2cccc3c2S(=O)(=O)N([C@H](C)c2ccccc2)C[C@@H](COCc2ccccc2)O3)cc1OC
 : -4.2	2.4
CCOC(=O)[C@]12CCC=C1N(Cc1ccc3c(c1)OCO3)C(=O)[C@H](CC(=O)NCCCCc1ccccc1)C2
 : -3.3	-1.4
COC(=O)c1ccc2nc(-c3ccc(OC)c(OC)c3)c(CC3CCCCC3)n2c1
 : 0.3	2.3
COc1ccc(Cn2cc(CN3CC(N4CCN(C)CC4)CS3(=O)=O)nn2)cc1 (stereo not drawn)
 : -1.2	4.3
O=C(NCc1ccc(F)cc1)c1cc(C2CCCN(C(=O)c3ccc4ccccc4c3)C2)on1 (stereo not drawn)
 : -21.5	1.0
CCCN(C)C1CN(Cc2cn(Cc3ccc(C(F)(F)F)cc3)nn2)S(=O)(=O)C1 (stereo not drawn)
 : -2.7	1.6
COc1ccc(S(=O)(=O)N[C@H]2CC[C@H](CCNC(=O)c3ccccc3F)O[C@@H]2CO)cc1
 : -1.2	0.6
CC(=O)Oc1ccc(OC(C)=O)c2c1CC1(C)OC1(C)C2 (stereo not drawn)
 : -1.9	4.1
Nc1ncnc2c1ncn2[C@@H]1O[C@H](C(=O)N[C@@H](CCc2ccccc2)C(=O)N2CCN(C(=O)N3CCOCC3)CC2)[C@@H](O)[C@H]1O
 : -2.3	-0.5
CCOC(=O)[C@]12CCC=C1N(Cc1cccc3ccccc13)C(=O)[C@H](CC(=O)N1CCC(c3ccccc3)CC1)C2
 : -7.8	3.4
Cc1ccc(OCCC(=O)OCC(=O)NCCNC(=O)COC(=O)CCOc2ccc(C)cc2)cc1
 : -0.4	1.9
CC(C)COC(=O)N(C)C[C@@H]1OCc2cnnn2CCCC(=O)N([C@H](C)CO)C[C@@H]1C
 : -1.5	-0.1
Cn1c(=O)c2c(-c3ccccc3)n(-c3cccc(Br)c3)cc2n(C)c1=O
 : -1.8	1.3
CC(C)(C)NC(=O)C(C1CC1)n1c(=O)c(-c2ccccc2)nc2ccccc21 (stereo not drawn)
 : -3.3	2.0
COc1ccc(-n2c(COc3ccc(Cl)cc3Cl)n[nH]c2=S)cc1
 : -6.5	1.3

(cont.)
The line under a structure holds: Wnt act	phage Ecoli inh
COc1cc(OC)cc(-c2c(Sc3ccccc3)c3cc(-c4ccc(OC)c(OC)c4)ccc3n2C)c1
 : -2.6	1.2
CC1(C(=O)NCC2CC2)Cc2c(-c3cccc(C(F)(F)F)c3)ccnc2O1 (stereo not drawn)
 : 0.4	1.1
Cc1ccc(C(O)c2ncc(-c3ccc(Cl)cc3)[nH]2)cc1F (stereo not drawn)
 : -1.2	2.8
COc1ccc(C#Cc2cccc(-c3nc(C(=O)N4CCN(C)CC4)cc4c3[C@H](CCO)N(S(=O)C(C)(C)C)C4)c2)cc1OC (stereo partly drawn)
 : -3.4	4.2
CC(=O)Nc1cccc(-c2csc(C(C)(O)c3ccc(F)c(F)c3)n2)c1 (stereo not drawn)
 : -3.0	1.2
COc1cc(OC)c(C(=O)c2ccccc2[N+](=O)[O-])c(OC)c1
 : -1.8	2.1
Cc1cc(Br)c2nc(-c3ccccc3)c(Cc3cccc(Cl)c3)n2c1
 : 1.8	1.2
COc1ccc(C(O)c2nc(-c3ccc(F)c(Cl)c3)cs2)cc1 (stereo not drawn)
 : -1.1	2.4
CCOC1=C2CN(S(=O)(=O)c3ccccc3)[C@@H](c3ccccc3)C[C@H]2[C@H]2C(=O)N(c3ccccc3)C(=O)[C@H]2C1
 : -1.6	1.7
CCOC(=O)C1CCCN(C(=O)c2cc(-c3cccs3)oc2C)CC1 (stereo not drawn)
 : -1.5	1.9
O=C1c2cccc(-c3ccc(C(F)(F)F)cc3)c2C2CCCCN12 (stereo not drawn)
 : -3.2	2.8
Cc1cccc(C)c1NC(=O)C1(C)CSCC(=O)N1C1CCN(Cc2ccccc2)CC1 (stereo not drawn)
 : -3.2	1.7
Cc1ccc(-c2cc3nc(NCCc4ccncc4)n(C)c(=O)c3s2)cc1
 : 42.4*	-0.7
COCOCCn1cc(CN2CCS(=O)(=O)N(Cc3ccc(-c4cccc(N(C)C)c4)cc3)C(C(C)C)C2=O)nn1 (stereo not drawn)
 : -6.7	1.2
COC(=O)C(CCC(=O)CN1C(=O)c2ccccc2C1=O)N1C(=O)c2ccccc2C1=O (stereo not drawn)
 : 6.4	2.2
COc1ccc(NC(=O)C2c3ccccc3OCC(=O)N2C2CC2)cc1 (stereo not drawn)
 : -2.0	0.9
C[C@@H]1CN([C@@H](C)CO)C(=O)CCCn2nncc2CO[C@H]1CN(C)S(C)(=O)=O
 : 0.8	3.2
Cc1cc2c(cc1C)-n1nnnc1C(N1CCN(CC(=O)NC(C)C)CC1)C(=O)N2 (stereo not drawn)
 : 1.5	3.3
CCCC(=O)OC[C@H]1CN(C2CCCC2)S(=O)(=O)c2c(Oc3ccc(F)cc3OC)cccc2O1
 : -2.3	1.4
CCOC(=O)C1=C(C)N=c2sc(=Cc3cc(Cl)c(OCC(=O)O)c(Cl)c3)c(=O)n2C1c1cccc(OC)c1 (stereo not drawn)
 : -1.8	2.3

Later entries:
The line under a structure holds: Wnt act	phage Ecoli inh
O=C(/C=C/[C@H]1O[C@@H](n2ccc(=O)[nH]c2=O)[C@H](O)[C@@H]1O)NC(c1ccccc1)c1ccccc1
 : -2.6	4.5
c1ccc2c(c1)CN1C(=N2)COc2ccccc2C1c1nc2ccccc2[nH]1 (stereo not drawn)
 : 10.8	5.1
Cc1ccc(S(=O)(=O)N2CCCCC2)cc1NC(=O)CCNC(=O)c1ccccc1Cl
 : -0.9	0.3
CCOC(=O)c1cc2cc(OC)ccc2n1C1CCN(CCc2ccccc2)CC1
 : -0.2	4.8
O=C(NCc1cccnc1)C(=O)NCC1OCCCN1S(=O)(=O)c1cc(F)ccc1F (stereo not drawn)
 : -1.5	2.0
COc1ccccc1Cc1c(C2CCCCC2)nc2ccc(Br)cn12
 : -1.7	-1.1
COc1cccc(NC(=O)C2(C)CCN2Cc2ccc(OC(C)C)cc2)c1 (stereo not drawn)
 : -2.3	0.1
CN(CCC#N)c1ccc(C=C(C#N)c2ccc(Br)cc2)cc1
 : 0.5	3.0
CC1(C(=O)NS(=O)(=O)c2ccccc2)CCN1C(=O)c1ccc(C2CCCCC2)cc1 (stereo not drawn)
 : 1.4	1.6
COC(=O)[C@@H](Cc1ccccc1)N[C@H](/C=C/c1ccccc1)[C@@H](O)Cc1ccccc1
 : 2.7	2.9
C[C@@H]1CCCCO[C@H](CN(C)C(=O)c2ccccc2)[C@@H](C)CN([C@H](C)CO)C(=O)c2cc(NC(=O)c3ccncc3)ccc2O1
 : -1.9	2.3
CC1=C(C(=O)OC(C)C)C(c2ccc(Cl)cc2)n2c(sc(=Cc3ccc(OCC(=O)O)cc3)c2=O)=N1 (stereo not drawn)
 : -2.1	0.7
CSc1ccc(CN2CCC(C)(Oc3cnc(Cl)c4ccccc34)C2)cc1 (stereo not drawn)
 : -0.2	2.8
CCCCN(C)c1c(C)nc2ccc(C(=O)Nc3cc(-c4ccccc4)ccc3OC)cn12
 : -26.1	-3.7
COC(=O)C1=C(C)N(C)C(=NCc2cccc(C(F)(F)F)c2)NC1c1ccccc1 (stereo not drawn)
 : -2.4	1.8
O=c1[nH][nH]c2c([N+](=O)[O-])ccc(F)c12
 : -2.8	4.4
